SMARCA2 act: SMARCA2 (BRM) function activators, primary screen, cell-based, luminescence, high throughput | 1% of 370,000 active | MG213 cells, MMTV-luciferase reporter, dexamethasone, overnight | activation, % at 9.1 µM; in the data active = activation above about 7.8%;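 also: 0% = vehicle wells and 100% = reference activator wells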
hgDAF-12 ag: H. glycines DAF-12 receptor agonists, primary screen, cell-based, luminescence, HEK293, GAL4 fusion, UAS-luciferase. Nuclear hormone receptor DAF-12 (Heterodera glycines), GAL4 fusion. 1.8% of 370,000 active. HEK293 GAL4-hgDAF12 UAS-luciferase reporter, agonist luminescence; normalized to butyrate control. activation, % at 6.8 µM;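 active = activation above a cutoff set at the mean of all screened compounds plus 3 SD, cut at about 10% in these data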;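 also: 0% = DMSO wells and 100% = sodium butyrate wells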
HGIII-sPLA2 inh: human group III sPLA2 inhibitors, primary screen, biochemical, QFRET, BODIPY PC-A2 liposome substrate | Group 3 secretory phospholipase A2 (Homo sapiens), Q9NZ20 | QFRET BODIPY PC-A2 liposome hydrolysis, fluorescence | inhibition, % at 12.2 µM | 0.56% of 370,000 active | AID 743126, 2013;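 active = inhibition above mean plus 3 SD of compounds lying within the high and low control bounds, cut at about 19% in these data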;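 also: 0% = median of test compound wells and 100% = no enzyme DMSO wells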
Target sequence (Q9NZ20 whole entry, looked up): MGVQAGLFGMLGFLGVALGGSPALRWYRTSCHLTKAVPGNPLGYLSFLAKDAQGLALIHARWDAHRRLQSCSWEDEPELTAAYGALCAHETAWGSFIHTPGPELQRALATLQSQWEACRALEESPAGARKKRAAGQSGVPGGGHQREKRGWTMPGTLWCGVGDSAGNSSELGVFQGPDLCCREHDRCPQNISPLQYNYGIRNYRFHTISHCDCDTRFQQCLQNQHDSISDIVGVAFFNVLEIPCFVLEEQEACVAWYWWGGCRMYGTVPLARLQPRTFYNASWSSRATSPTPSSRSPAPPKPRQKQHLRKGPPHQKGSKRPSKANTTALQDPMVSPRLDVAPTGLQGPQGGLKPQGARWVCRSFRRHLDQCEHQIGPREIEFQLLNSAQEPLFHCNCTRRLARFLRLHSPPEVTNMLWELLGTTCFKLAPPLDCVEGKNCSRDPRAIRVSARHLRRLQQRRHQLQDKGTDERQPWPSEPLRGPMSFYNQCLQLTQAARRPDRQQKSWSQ
DAX1 inh-1: DAX1 (NR0B1) inhibitors, primary screen, cell-based, HEK293, Gal4-DAX1, luciferase luminescence; Nuclear receptor subfamily 0 group B member 1 (Homo sapiens), P51843; inhibition, % at 6.75 µM; AID 504766, 2011; 0.99% of 340,000 active; HEK293 Gal4-DAX1 luciferase reporter;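 active = inhibition above the mean over all tested compounds plus 3 SD, cut at about 4.2% in these data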;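 also: 0% = DAX1-transfected cells with DMSO and 100% = empty-vector control cells with DMSO; inhibition shows as a rise in luminescence from relieved DAX1 repression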
Target sequence (P51843 207-470 limits assumed): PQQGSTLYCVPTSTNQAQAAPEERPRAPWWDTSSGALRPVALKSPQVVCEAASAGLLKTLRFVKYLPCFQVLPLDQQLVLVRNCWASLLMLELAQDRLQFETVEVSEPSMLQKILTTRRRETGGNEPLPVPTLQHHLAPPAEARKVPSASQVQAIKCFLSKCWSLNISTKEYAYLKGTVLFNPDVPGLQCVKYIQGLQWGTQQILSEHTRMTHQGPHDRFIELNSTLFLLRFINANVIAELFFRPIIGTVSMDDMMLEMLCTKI
NPR1 activator: GC-A stimulated cGMP production enhancers – HEK293 GC-A cells, cGMP TR-FRET, EC30 ANP, primary screen; Atrial natriuretic peptide receptor 1 (Homo sapiens), P16066; 0% at EC30 ANP, 100% saturating ANP; activation, % at 10 µM; 0.14% of 370,000 active; AID 1671463, 2021; in the data active = activation above about 40%
hcDAF-12 act: H. contortus DAF-12 nuclear receptor activators, primary screen, cell-based, luminescence, HEK293, lit1-tk-luc reporter; HEK293 hcDAF-12 lit1-tk-luc reporter; 0% DMSO, 100% Δ7-dafachronic acid; activation, % at 6.8 µM; 1.4% of 370,000 active;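 active = activation above the mean of all tested compounds plus 3 SD, cut at about 5.5% in these data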;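 also: 100% = response to 3 µM Δ7-dafachronic acid high control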
DAX1 inh-2: DAX1 (NR0B1) inhibitors on StAR promoter, primary screen, cell-based, luminescence, SF-1 (NR5A1), full-length DAX-1 | HEK293T StAR-luciferase reporter, SF-1/DAX-1 repression relief | inhibition, % at 6.8 µM | 1.1% of 370,000 active | AID 652010, 2013;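 active = inhibition above the mean over all tested compounds plus 3 SD, cut at about 3.6% in these data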;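 also: 0% = DAX-1 cells with DMSO and 100% = cells lacking DAX-1 with DMSO; higher inhibition means more luminescence from relief of DAX-1 repression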
proKLK7 act: proKLK7 zymogen activators, primary screen, biochemical, fluorescence intensity. 0.9% of 370,000 active. Kallikrein-7 (Homo sapiens), P49862. activation, % at 7 µM. purified proKLK7, EDANS-DABCYL substrate fluorescence; 100% is mature enzyme control, 0% vehicle. AID 652039, 2013;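 active = activation above the mean of all tested compounds plus 3 SD, computed per campaign excluding outliers beyond control limits, cut at about 13% in these data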
Target sequence (P49862 whole entry, looked up): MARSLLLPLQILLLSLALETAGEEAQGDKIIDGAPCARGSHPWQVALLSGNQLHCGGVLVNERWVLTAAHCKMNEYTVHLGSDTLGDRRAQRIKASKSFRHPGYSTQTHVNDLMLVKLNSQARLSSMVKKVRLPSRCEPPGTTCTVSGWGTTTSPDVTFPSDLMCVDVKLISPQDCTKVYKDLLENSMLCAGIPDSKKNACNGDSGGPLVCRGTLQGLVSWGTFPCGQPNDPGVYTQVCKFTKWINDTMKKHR
ssDAF-12 act: S. stercoralis DAF-12 nuclear receptor activators, primary screen, cell-based, luminescence, HEK293, GRIP1 co-expression, lit1-tk-luc; activation, % at 6.8 µM; 1% of 370,000 active; HEK293 ssDAF-12/GRIP1 lit1-tk-luc reporter; % of 3 µM dafachronic acid response;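 active = activation above the mean over all tested compounds plus 3 SD, cut at about 0.9% in these data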;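 also: 0% = DMSO-only wells and 100% = 3 µM delta7-dafachronic acid wells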
GC-B act: human GC-B receptor activators, primary screen, HEK293 GC-B cells, cGMP TR-FRET, EC30 CNP; activation, % at 10 µM; AID 1920062, 2024; 0% at EC30 CNP, 100% saturating CNP; Atrial natriuretic peptide receptor 2 (Homo sapiens), P20594; 0.11% of 370,000 active;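 active = activation at 10 µM reaching about 35% in either raw or pattern-adjusted values, limit read from the data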
FXN GAA850 act: FXN promoter activators, primary screen, cell-based, luciferase luminescence, HEK293 lucGAA850. 0.56% of 360,000 active. activation, % at 6 µM. HEK293 lucGAA850 FXN promoter luciferase reporter, 24 h; percent of 10 µM SAHA response;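 active = activation above the average of all compounds screened plus 3 SD, cutoff fixed separately per campaign, cut at about 7.5% in these data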;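 also: 0% = DMSO wells and 100% = 10 µM SAHA wells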
The depositor's hits bear a star; x = no result given.

SMILES | SMARCA2 act | hgDAF-12 ag | HGIII-sPLA2 inh | DAX1 inh-1 | NPR1 activator | hcDAF-12 act | DAX1 inh-2 | proKLK7 act | ssDAF-12 act | GC-B act | FXN GAA850 act
COCCNC(=O)C1(C)Cc2c(-c3ccc(NC(C)=O)cc3)ccnc2O1 (stereo unspecified) | -2.5 | -0.9 | -6.7 | x | 0.3 | 0.6 | 0.0 | -0.2 | -1.1 | -2.6 | 0.2
NC(=O)c1ccccc1OCC(=O)Nc1ccc2c(c1)CCC2 | -0.3 | 6.4 | -3.9 | 1.0 | 0.9 | 1.2 | 0.9 | -1.2 | -0.9 | 2.1 | 1.3
O=C(Nc1cnc2ccccc2c1)c1cccc(-n2cnnn2)c1 | 4.5 | 9.4 | -9.7 | 2.7 | -3.4 | 6.3* | 0.9 | -0.3 | 0.0 | -4.0 | 2.0
NC(c1csc(NC(=O)Nc2ccccc2Oc2ccccc2)n1)c1ccccc1Cl (stereo unspecified) | -8.5 | 0.3 | 24.4* | x | -5.6 | 1.2 | -1.4 | -0.7 | -1.3 | 2.5 | -1.8
Cc1ccc(-c2csc(NC(=O)Cc3cccs3)n2)cc1C | 2.2 | 6.6 | -12.0 | 2.4 | 9.4 | 0.3 | -0.4 | 0.5 | -1.3 | -6.5 | 3.9
COc1ccc(C(=O)NCC(=O)NCC(=O)OCc2ccc(Br)cc2)cc1 | -0.7 | -0.8 | -4.7 | -0.4 | 1.4 | -1.6 | -0.3 | 0.1 | -2.3 | 0.6 | -1.4
CC(=O)N1c2ccc(S(=O)(=O)NCCC(=O)NCCc3cccc(C)c3)cc2CC1C (stereo unspecified) | -4.0 | 0.8 | -3.3 | -0.8 | -1.1 | -2.4 | -0.4 | -0.3 | -1.6 | 2.4 | 0.4
COCCn1c(C)cc(C(=O)COC(=O)c2cccc(O)c2)c1C | -8.6 | -6.2 | 3.6 | -4.1 | 0.6 | -2.0 | -1.0 | 0.3 | -3.0 | -0.5 | -5.2
Cc1ccc(-c2csc3ncn(Cc4ccc(C(=O)O)cc4)c(=O)c23)cc1C | -0.7 | -1.6 | -15.6 | 2.8 | -2.6 | 2.0 | 0.1 | 0.9 | -1.5 | -0.9 | 0.7
CCOC(=O)c1cccc(NC(=O)CSc2nc3ccccc3c(=O)n2CC)c1 | 5.8 | 0.5 | 1.2 | -0.1 | 1.8 | -1.6 | -0.5 | 0.3 | -1.4 | 5.5 | -0.6
O=C(NC(=S)Nc1ccccc1C(=O)O)c1cncc(Br)c1 | 1.1 | 4.0 | 2.1 | 2.0 | -2.2 | -1.3 | -0.2 | -0.5 | -0.6 | 3.9 | 1.4
O=C(Nc1ccccc1N1CCN(C(=O)c2ccccc2)CC1)c1cccc(Cl)c1 | 3.7 | 2.5 | -3.2 | -2.3 | -2.7 | -1.8 | -1.5 | 0.0 | -2.2 | -3.8 | -3.9
CCCCn1cnc2c(SCc3ccc(Br)cc3)nc(N)nc21 | 0.1 | -4.0 | -5.6 | -1.9 | 4.8 | -2.5 | -1.7 | 0.0 | -2.2 | 13.1 | 7.8*
CN(C)C(=O)c1nnsc1Sc1ccc(Cl)cc1 | -1.0 | 6.7 | -3.9 | 0.3 | 2.9 | 0.3 | 0.8 | 0.2 | -0.7 | -3.1 | 2.4
Cc1cc(C)c(S(=O)(=O)Oc2ccccc2[N+](=O)[O-])c(C)c1 | -2.0 | 2.6 | -15.8 | -2.5 | -11.9 | 0.1 | -5.5 | -0.7 | -2.0 | -9.0 | -4.8
CNC(=O)c1cc2c(=O)n3cccc(C)c3nc2n(C(C)C)c1=N | -2.4 | 1.6 | 3.8 | 0.1 | 10.1 | -0.6 | 0.1 | 90.6* | -1.6 | 0.4 | 0.1
COc1ccc(N=Nc2c(C)[nH][nH]c2=O)cc1 | 1.7 | 1.1 | -6.5 | 4.2 | -5.9 | -2.5 | 0.0 | -0.6 | -1.3 | -4.7 | 1.6
COc1cc(/C=C/C(=O)OCC(=O)N2CCN(C(=O)c3ccco3)CC2)ccc1O | -3.0 | -2.5 | -0.4 | 1.6 | 0.5 | 2.4 | -0.3 | -1.4 | -1.4 | -3.6 | 1.2
O=C(Nc1nc2ccccc2[nH]1)c1ccc(Cl)c([N+](=O)[O-])c1 | 7.5 | 4.5 | 9.0 | 0.7 | 17.9 | 4.7 | 2.1 | 0.1 | 0.6 | -6.4 | 3.2
Cc1cccc(N2CCN(C(=O)c3c(-c4ccccc4Cl)noc3C)CC2)c1C | -0.8 | -2.6 | -9.0 | -2.4 | -7.1 | -1.6 | -4.6 | 0.3 | -1.0 | -6.4 | -3.5
CCN(c1ccccc1)S(=O)(=O)c1cccc(C(=O)OCC(=O)c2c(N)n(C)c(=O)n(C)c2=O)c1 | -2.7 | 1.1 | -5.6 | 0.2 | 10.7 | -0.7 | -1.9 | 0.7 | -0.8 | 1.5 | -1.6
COc1ccccc1N1CCN(C(=O)C2CCC(Cn3c(=S)[nH]c4ccccc4c3=O)CC2)CC1 (stereo unspecified) | -0.5 | 0.0 | 1.6 | 1.2 | 1.2 | 2.6 | 0.1 | 0.5 | -1.5 | -1.0 | 3.3
C=CCNC(=S)N/N=C/c1ccc(C(C)(C)C)cc1 | -2.9 | 1.8 | 7.8 | 1.2 | 0.8 | 1.2 | -0.2 | 0.1 | -1.2 | 6.9 | 0.0
COc1ccc(OC)c(S(=O)(=O)NCCc2csc(-c3cccnc3)n2)c1 | -3.7 | -1.1 | 9.6 | -3.5 | -4.8 | 0.1 | 0.8 | -0.5 | -1.4 | -1.4 | -0.9
COC(=O)c1ccc(CSc2nc3c(c(=O)n2-c2ccc(C)cc2)SCC3)o1 | -1.6 | -2.4 | 13.9 | 0.4 | 4.5 | -0.3 | 0.1 | 0.4 | -1.3 | -2.5 | 2.5
O=C(Nc1ccc(COc2ccccc2)cc1)Nc1cccc(C(=O)O)c1 | 3.1 | 2.0 | 4.7 | 0.1 | 3.1 | 1.6 | 0.7 | -0.1 | -0.6 | 6.6 | 2.5
O=C(NCCc1c[nH]c2ccccc12)/C(=C\c1cccnc1)NC(=O)c1ccccc1Br | -1.0 | -0.9 | -49.2 | -1.4 | -2.9 | -2.5 | -1.7 | 0.3 | -1.0 | 4.8 | -3.2
Cn1nnnc1SCc1c(F)cccc1F | 1.3 | 0.8 | 3.9 | 0.0 | 2.5 | 0.4 | -0.5 | 0.5 | -0.5 | 2.0 | -0.6
COc1ccc(C(=O)Nc2nc3c(s2)Cc2cc(OC)ccc2-3)cc1 | -1.5 | 0.8 | -8.6 | -1.0 | 4.8 | -2.3 | -1.3 | -0.9 | -2.0 | 1.8 | -4.0
Cn1c(-c2ccccn2)[n+](C)c2ccccc21 | -0.4 | 3.1 | 2.8 | 0.1 | 4.8 | 0.3 | 0.0 | 0.5 | -0.6 | 2.7 | -1.2
CC(C)NC(=S)N/N=C/c1cccs1 | -3.7 | -0.8 | 16.0 | 0.6 | 6.0 | -2.1 | -0.1 | 0.9 | -1.2 | 7.4 | 0.2
Cc1cc(C)cc(OCC(=O)N/N=C/c2ccncc2)c1 | -1.5 | -1.9 | 5.2 | -1.1 | -1.5 | -1.8 | -0.2 | 0.0 | -0.4 | -0.4 | 2.1
COc1cc(Cl)c(C)cc1NC(=O)c1cc(S(=O)(=O)N(C)C)ccc1N1CCCC1 | 4.7 | 4.7 | 0.1 | -0.4 | -3.8 | 1.8 | -0.3 | 0.1 | -1.3 | 0.2 | 4.7
CC1CN(c2ccccc2)CCN1C(=O)c1cc(COc2c(F)cccc2F)on1 (stereo unspecified) | 0.7 | 0.2 | -10.5 | -0.3 | 7.2 | -1.6 | -0.1 | 0.5 | -0.6 | 3.0 | 0.1
CCOc1ccccc1CNC(=O)c1ccc2c(c1)N(CC)CCS2 | -0.9 | 3.2 | 8.1 | -0.2 | 0.6 | -1.0 | -1.5 | -9.6 | -1.5 | -1.5 | -0.3
CN(C)c1ccc(N=C/C=C2\N(C)c3ccccc3C2(C)C)cc1 | 0.6 | -2.1 | 15.1 | 2.2 | -19.3 | 0.9 | -1.0 | -0.2 | -0.8 | -9.6 | -5.5
Nc1cc(Cl)cc2c1-c1ccc(Cl)cc1C2 | -3.6 | 3.7 | 11.5 | 1.5 | -2.5 | 1.2 | 1.9 | 0.5 | -1.2 | -0.7 | -2.3
OCC1(CCOc2ccccc2)CCN(Cc2ccc3c(c2)OCCO3)CC1 | -3.4 | -1.9 | -2.5 | 4.8* | 5.7 | 1.2 | 0.7 | 0.7 | -1.9 | 0.6 | 0.1
O=C(Nc1ccccc1)c1sccc1Oc1ccc([N+](=O)[O-])cc1F | 0.8 | 0.5 | -3.8 | 0.5 | -3.7 | -2.5 | -0.7 | 0.3 | -1.6 | 2.3 | -1.6
CC1CN(Cc2cn(C)nc2-c2ccc(Oc3ccccc3)cc2)CCN1C (stereo unspecified) | -2.4 | 2.8 | -8.3 | 0.5 | 5.5 | -1.0 | 0.8 | -1.0 | -1.7 | -3.6 | 0.9
CCc1nc2ccccc2c(C(=O)OCC(=O)NC2CC2)c1C | 2.5 | -0.6 | 3.6 | 1.5 | 0.8 | -0.5 | -1.0 | 0.4 | -1.6 | 1.2 | 0.7
C=CCN1C(=O)[C@@H](CC(=O)NCc2ccccc2)[C@]2(C(=O)OC)CCCCC=C12 | -3.5 | 0.7 | -5.4 | x | 2.0 | -0.5 | 0.7 | -0.5 | -1.0 | 0.5 | x
Cn1c(N)cc(-c2ccc(F)cc2)c(C#N)c1=O | -1.5 | 0.7 | 5.5 | 1.4 | -4.8 | 0.1 | -0.8 | 0.1 | -0.8 | -2.2 | -0.9
CCOC(=O)c1sc2nc(C)nc(NCc3ccccc3)c2c1C | -0.8 | -3.3 | -4.7 | -1.2 | 8.2 | -2.7 | -0.6 | -2.2 | -1.8 | 1.1 | 0.8
CCOC(=O)C1C(=O)C=C(N2CCOCC2)CC1c1cccc(OC)c1 (stereo unspecified) | 0.4 | 0.6 | -19.4 | 1.2 | 1.2 | -1.0 | -0.2 | 0.3 | -0.8 | 4.7 | -1.1
COc1ccc(C(=O)CNC2=NCCC2)cc1 | 5.4 | 0.3 | 4.1 | 0.1 | 0.2 | -0.8 | -0.6 | -0.4 | -1.4 | -9.2 | 3.8

Screening results (PubChem)
